Vif-A3F inh: inhibitors of Vif-A3F interaction | AID 602313 | HeLa A3F-eYFP + Vif (tagged APOBEC3F with the HIV-1 protein that degrades it), YFP fluorescence increase | actives 0.2% (n = 390,000) | Potency, µM (top dose mostly 46.1 µM), inactives show at the top dose activity, negative = active; also: potency is read from the fitted curve at half-maximal effect; % of control where 0% means no effect; nearly all actives have a fitted effect of over 65% in size
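Fluorescence increase (Ex 488/Em 500-530) after overnight compound treatment at 37 deg C flags inhibition of Vif-driven A3F-eYFP loss in stable HeLa A3F-eYFP/Vif cells seeded overnight beforehand.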
RXFP1 antag: blocks the human relaxin receptor RXFP1; HEK293-RXFP1, relaxin-stimulated cAMP HTRF, 30 min; stronger effect = lower value; activity change, negative = inhibition, % at 57.5 µM; actives 0.59% (n = 350,000);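 active = activity change of -60% or lower, but not beyond a set lower limit; inconclusive = change between -60% and -40%, or beyond the set limit; inactive = change above -40%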; also: % is scaled to controls: 0 for no effect and ±100 for the full control effect
Target sequence (Q9HBX9 whole entry, looked up): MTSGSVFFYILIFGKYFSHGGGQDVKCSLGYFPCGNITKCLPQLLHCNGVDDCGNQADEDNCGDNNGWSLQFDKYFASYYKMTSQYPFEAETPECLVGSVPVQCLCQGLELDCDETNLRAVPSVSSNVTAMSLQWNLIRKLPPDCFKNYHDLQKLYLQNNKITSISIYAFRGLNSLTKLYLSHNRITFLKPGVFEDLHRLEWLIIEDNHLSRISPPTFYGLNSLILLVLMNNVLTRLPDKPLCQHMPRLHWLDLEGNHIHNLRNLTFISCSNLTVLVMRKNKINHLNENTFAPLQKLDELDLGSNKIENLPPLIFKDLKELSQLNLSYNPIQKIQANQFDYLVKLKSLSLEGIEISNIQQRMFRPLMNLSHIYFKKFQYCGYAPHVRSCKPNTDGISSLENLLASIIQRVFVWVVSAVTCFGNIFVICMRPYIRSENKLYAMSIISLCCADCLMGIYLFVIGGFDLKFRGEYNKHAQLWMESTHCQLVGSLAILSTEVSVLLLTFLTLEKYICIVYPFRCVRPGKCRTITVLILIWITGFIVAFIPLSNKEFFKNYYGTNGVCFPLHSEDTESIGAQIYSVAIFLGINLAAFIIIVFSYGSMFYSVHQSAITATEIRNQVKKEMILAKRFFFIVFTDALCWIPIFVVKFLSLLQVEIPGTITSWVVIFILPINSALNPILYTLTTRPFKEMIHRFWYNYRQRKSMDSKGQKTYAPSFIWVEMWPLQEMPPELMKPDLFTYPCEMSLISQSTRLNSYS
D2 potentiator: D2 dopamine receptor (human) potentiation. AID 485347. potentiation, % at 10 µM. HEK293 T-REx D2, calcium flux, EC20 dopamine potentiation. actives 0.34% (n = 340,000);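 active = potentiation over 3 SD above the plate norm, cut at about 30% in these data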; also: 0% is about no effect
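Tetracycline-induced Hek293 Trex D2 cells, force-coupled to calcium, loaded with no-wash calcium dye. Compound added with 180 s kinetic read for agonism, then EC20 dopamine and a further 180 s read for potentiation.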
Vif-APOBEC3G blk: inhibitors of Vif-APOBEC3G interaction; Q9HC16; HeLa A3G-eYFP + Vif (tagged APOBEC3G with the HIV-1 protein that degrades it), YFP fluorescence, overnight; Potency, µM (doses to about 46.1 µM), without a hit: at the highest dose activity, negative = active, hits mostly inhibitors; actives 0.076% (n = 410,000);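 also: potency is read from the fitted curve at half-maximal effect; % is scaled to controls: 0 for no effect and ±100 for the full control effect; nearly all actives have a fitted effect of over 60% in size; hits raise eYFP signal because A3G escapes Vif-driven loss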
Target sequence (Q9HC16 whole entry, looked up): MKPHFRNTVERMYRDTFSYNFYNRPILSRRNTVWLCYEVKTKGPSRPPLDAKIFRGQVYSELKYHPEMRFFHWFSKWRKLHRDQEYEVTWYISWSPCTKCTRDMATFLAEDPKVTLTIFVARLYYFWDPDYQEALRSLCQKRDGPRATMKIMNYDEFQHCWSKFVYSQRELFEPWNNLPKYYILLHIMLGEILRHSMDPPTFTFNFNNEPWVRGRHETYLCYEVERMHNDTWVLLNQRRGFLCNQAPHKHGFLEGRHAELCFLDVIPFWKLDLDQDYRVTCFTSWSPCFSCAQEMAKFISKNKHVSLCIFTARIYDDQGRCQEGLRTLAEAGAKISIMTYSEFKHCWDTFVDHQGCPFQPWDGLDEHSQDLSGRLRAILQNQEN
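HeLa cells stably expressing Vif and C-terminally eYFP-tagged A3G, seeded overnight at 37 deg C, then exposed to compound by pintool overnight at 37 deg C. Rise in yellow fluorescence (Ex 488/Em 500-530, Acumen) marks blocked Vif-driven A3G degradation.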
RXFP1 agonist: RXFP1 (human) receptor agonism; Q9HBX9; HEK293T-RXFP1 cAMP TR-FRET, 30 min; response scale: percent of porcine relaxin response, buffer zero; Potency, µM (highest dose often 57.5 µM), for inactives: top-dose activation, usual class: activators; actives 0.3% (n = 370,000); AID 2676; also: potency is read from the fitted curve at half-maximal effect; % is scaled to controls: 0 for no effect and ±100 for the full control effect; nearly all actives have a fitted effect of over 60% in size; many of its hits are not listed in these tables
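HEK293T cells stably expressing RXFP1 were pretreated with the PDE4 inhibitor Ro 20174, exposed to compounds for 30 min at 37C, lysed, and cAMP was read by TR-FRET. Data normalized to buffer (basal) and 29 nM porcine relaxin (100%).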
Glioma ERSR ind: induces the endoplasmic reticulum stress response in human glioma cells. U87-MG GRP78 promoter luciferase reporter, 16 h. Potency, µM, inactives show at the top dose activation, hits mostly activators. actives 0.02% (n = 420,000). AID 602332; also: potency is read from the fitted curve at half-maximal effect; series mostly up to about 76 µM; % of control where 0% means no effect; nearly all actives have a fitted effect of over 35% in size
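Stably transfected U87-MG glioma cells carrying a GRP78-based luciferase sensor; 16 h compound incubation. Luminescence end-point read 10 min after Bright-Glo addition at room temperature.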
D1 antag: antagonists of human D1 dopamine receptor; P21728; HEK293 TREx D1 cells, calcium flux, dopamine EC80; stronger effect = lower value; activity change, negative = inhibition, % at 10 µM; actives 3.2% (n = 360,000); AID 504652; in the data active = activity change below about -30%; also: % is scaled to controls: 0 for no effect and ±100 for the full control effect
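HEK293 T-REx cells expressing inducible, force-coupled D1 receptor; no-wash Ca dye, 30–90 min RT. Cmpd → 180 s read at 1 Hz → EC80 DA → 180 s read.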
D1 agonist: agonists of human D1 dopamine receptor; P21728; HEK293 T-REx D1 cells, calcium flux, agonist mode; activation, % at 2 µM; actives 1% (n = 360,000); in the data active = activation above about 30%; also: 0% is about no effect
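Tetracycline-induced HEK293 TREx D1 cells, force-coupled to calcium signalling, were dye-loaded with a no-wash calcium kit. Compound was pin-added after a 10 s baseline. Fluorescence was read kinetically at 1 cycle/s for 180 s, with calcium rises flagged as agonism.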
D1 PAM: potentiators of human D1 dopamine receptor. P21728. potentiation, % at 10 µM. actives 0.036% (n = 360,000). HEK293 TREx D1 cells, calcium flux, dopamine EC20 potentiation; in the data active = potentiation above about 30%; also: 0% is about no effect
An asterisk follows results filed as active; ? = inconclusive; / = not tested or not shown. Unless noted, calls follow the shape of the dose curve; as a rule, active = well fitted curve in the direction sought with a large enough effect; inconclusive = small, poorly fitted or top-dose-only effect, or another doubt; inactive = no such curve, though single readings can be large; an effect the other way counts as inactive or inconclusive. An excerpt. The share of hits here may be higher or lower than overall.

No.	SMILES	RXFP1 antag	D2 potentiator	D1 antag	Vif-APOBEC3G blk	RXFP1 agonist	Glioma ERSR ind	D1 agonist	Vif-A3F inh	D1 PAM
1	CCc1cccc(CC)c1NC(=O)CN(C)S(=O)(=O)c1ccc2c(c1)n(C)c(=O)c(=O)n2C	5.6	0.2	-7.5	-6.6%	?	-1.8%	1.3	0.1%	-3.1
2	COc1ccc(C)cc1NC(=O)CSc1nc(=O)n(Cc2ccco2)c2c1CCC2	/	21.4	/	-8.1%	4.9%	-1.6%	-2.1	-10.7%	-2.1
3	Cc1ccc(S(=O)(=O)N(c2nc(NC(C)C)nc(NC(C)C)n2)n2cnnc2)cc1	/	1.1	-8.3	-2.4%	1.4%	-3.0%	0.5	2.2%	-3.4
4	Cc1ccc(-c2sc(-c3cccnc3)nc2CC(=O)O)cc1	-14.3	4.8	-8.8	-5.2%	9.9%	-6.2%	2.4	1.3%	-0.7
5	OCCN=c1cc(-c2ccccc2)oc2ccc(Cl)cc12	-13.0	23.0	-17.8	1.9%	1.2%	-7.0%	6.1	/	-1.1
6	COC(C(=O)Nc1ccnn1C1CCN(Cc2cnn(C(C)C)c2)CC1)c1ccccc1 (stereo not given)	10.2	-4.6	5.9	2.5%	1.0%	8.4%	3.5	3.0%	-7.0
7	Cc1cc(C)c(S(=O)(=O)c2cccc(C)c2C)c(=O)[nH]1	-5.6	3.4	-4.8	1.3%	-2.5%	0.9%	2.1	-16.9%	9.4
8	COc1cccc(N(CC(=O)NCc2ccco2)C(=O)CCC(=O)Nc2nccs2)c1	-15.2	15.8	-1.8	-0.8%	0.3%	-3.9%	0.0	8.3%	3.0
9	CCS(=O)(=O)c1nc(S(=O)(=O)c2ccc(C)cc2)c(NCCCN(C)C)s1	1.3	-9.3	-11.1	0.2%	16.1%	-4.2%	5.2	-16.4%	-0.5
10	Cc1ccc(C)c(-c2[nH]c3c(c2-c2c(-n4cccc4)n(C)c(=O)n(C)c2=O)c(=O)n(C)c(=O)n3C)c1	/	11.5	11.8	-0.5%	0.5%	-3.7%	-1.8	6.7%	-1.2
11	COc1ccc(OCc2cn3c(C)cc(C)nc3n2)cc1	-2.7	-8.1	6.3	-6.8%	4.6%	4.4%	1.3	-1.2%	-1.1
12	O=C(Cn1cnc2c(nnn2Cc2ccc(Cl)cc2)c1=O)NC1CCCC1	15.2	-6.9	-8.2	-0.9%	1.2%	-3.0%	1.3	5.3%	3.8
13	COC(=O)C(CC(C)C)NC(=O)c1ccc([N+](=O)[O-])c(C)c1 (stereo not given)	-6.8	11.0	-4.2	-0.8%	0.3%	11.2%	5.2	-6.3%	-3.9
14	COc1ccc(-n2nc3c(c2NC(=O)C(=O)N2CCN(C)CC2)CSC3)cc1	-13.5	4.9	/	-0.9%	0.2%	-0.9%	-1.1	4.4%	-2.1
15	O=C(CCN1C(=O)/C(=C/c2ccccc2F)SC1=S)NC1C=CS(=O)(=O)C1 (stereo not given)	6.5	-5.6	-17.4	0.4%	-0.5%	-1.9%	7.3	?	-6.3
16	COc1ccc(O)c(-c2cc(-c3ccc(F)cc3)n[nH]2)c1	-24.6	4.0	-4.0	-11.2%	0.9%	9.8%	3.0	16.3%	-5.0
17	S=c1[nH]ccn1CCc1ccccc1	-16.1	-3.4	5.4	-5.7%	3.7%	3.1%	-0.1	-6.1%	-1.6
18	OC1(c2cccc(C(F)(F)F)c2)CCN(c2ccc(-c3ccccc3)nn2)CC1	-5.9	-2.6	1.9	-1.4%	0.5%	6.3%	2.4	-0.4%	0.6
19	CCCCc1cc(=O)oc2c(C)c(OCC(=O)NCc3ccccn3)ccc12	-13.3	-3.0	-9.5	4.1%	-1.7%	-5.7%	-0.8	-0.4%	1.6
20	Cc1noc(C)c1COC(=O)c1cc(F)c(F)cc1Cl	1.2	-0.7	-20.1	-0.3%	0.6%	-2.6%	0.9	/	-4.5
21	Cc1ccc(CCC(=O)NCc2ccccc2)o1	-2.3	-13.3	-6.3	0.1%	-0.2%	-1.8%	3.6	0.2%	2.4
22	O=S(=O)(/N=C(/Nc1ccccc1)c1ccccc1O)c1ccccc1	3.5	-6.2	3.6	0.0%	4.1%	1.7%	0.5	0.2%	-11.1
23	CCCCCOc1ccc(NC(=O)Cn2c(-c3cncs3)nc3ccccc32)cc1	3.9	-11.3	0.4	/	16.0%	/	-1.0	/	0.2
24	Cc1ccc(NC(=S)N2CCN(c3ncccn3)CC2)c(C)c1	-2.8	-3.5	-10.8	-0.4%	0.9%	-6.4%	1.0	4.4%	2.4
25	COc1ccccc1Nc1cc(C)nc(Nc2ccccc2OC)n1	-12.4	-7.6	4.5	4.0%	0.2%	-2.0%	1.2	11.1%	-8.8
26	CC1=C(C(=O)OCc2ccc3c(c2)OCO3)C(c2ccc(Cl)cc2)NC(=O)N1 (stereo not given)	-20.8	5.2	9.0	-15.4%	0.1%	-6.6%	4.3	-3.1%	-0.8
27	Cc1ccc(-c2nc(SCC(=O)c3c(N)n(C4CC4)c(=O)[nH]c3=O)n[nH]2)cc1	0.8	/	/	4.3%	/	3.2%	/	-7.7%	/
28	COc1ccc(CC(=O)N2CCN(S(=O)(=O)c3cccs3)CC2)cc1OC	7.0	-2.8	-4.7	-3.5%	-2.5%	0.3%	0.7	0.5%	-5.7
29	Cc1ccc(-c2csc(-c3c[nH]c4ccccc34)n2)cc1	/	-2.2	-17.4	-6.1%	3.2%	8.3%	2.4	1.9%	-3.1
30	CC1CC(C)CN(C(=O)CCCn2c(=S)[nH]c3ccccc3c2=O)C1 (stereo not given)	-97.2*	9.7	9.5	3.5%	-0.4%	-2.6%	3.2	-1.5%	-0.8
31	NC(=O)c1ccc(-n2nc(C(F)(F)F)c3c2CCCC3)cc1	10.7	-4.7	-7.5	-4.5%	1.5%	5.6%	0.0	-17.5%	-0.1
32	C=C1CCN([C@@H](C)C(=O)NCc2ccc(OC)cc2)S(=O)(=O)c2ccccc21	/	9.5	-4.0	-0.2%	-2.2%	-5.0%	2.5	-3.7%	6.9
33	COc1ccccc1-c1nnc(Nc2nc3c(OC)cccc3s2)o1	-17.3	-10.6	7.6	?	18.3%	1.9%	0.7	-7.9%	3.5
34	CC1CCN(S(=O)(=O)c2ccc(NC(=O)C3CC(=O)N(c4ccccc4)C3)cc2)CC1 (stereo not given)	-9.0	/	3.2	4.4%	-3.0%	-3.5%	1.3	?	5.1
35	CCOc1cc(C2C(C(=O)OC)=C(C)NC3=C2C(=O)c2ccccc23)ccc1O (stereo not given)	8.7	5.4	-1.0	-7.8%	3.7%	-1.7%	2.5	-6.7%	1.1
36	O=C(Nc1ccc(N2CCOCC2)cc1)Nc1ccc2nc(-c3ccco3)c(-c3ccco3)nc2c1	2.8	24.6	-3.4	-10.1%	-0.9%	-3.5%	1.9	-0.8%	4.0
37	COc1ccccc1-c1nnc2n1N=C(C)CS2	-22.3	7.2	-18.4	2.9%	-0.3%	-3.0%	4.5	-15.2%	-3.0
38	O=C(CCN1C(=O)c2cccc3cccc(c23)C1=O)NCc1ccco1	-4.4	2.5	-17.1	3.8%	5.0%	-2.8%	0.2	-22.6%	-8.5
39	CCCNC(=O)Cn1c2ccccc2c2nc(=O)cc(C)n21	-2.1	-2.9	3.2	4.1%	0.3%	-2.2%	0.8	3.1%	2.0
40	COc1cccc(Nc2nnc(-c3cc4ccc(O)cc4oc3=O)s2)c1	0.5	-5.7	-28.1	/	6.6%	/	368.6*	/	7.0
41	COc1ccccc1N(CC(=O)Nc1ccccc1C)S(C)(=O)=O	-18.1	-14.1	4.6	-4.4%	2.9%	-1.2%	3.9	-2.2%	8.8
42	O=C(COc1coc(CN2CCN(c3ccc(F)cc3)CC2)cc1=O)NC1CCCCC1	5.1	/	/	-0.4%	/	-4.5%	/	1.5%	/
43	COC(=O)c1c(NC(=O)COC(=O)[C@@H](NS(=O)(=O)c2cccc(Cl)c2)C(C)C)sc2c1CCC2	-7.4	5.2	-4.9	2.2%	4.5%	-0.7%	5.2	6.1%	-0.2
44	CCc1ccc(NC(=O)CSc2nnc(-c3ccccn3)n2C)cc1	-0.7	-12.7	-2.2	-2.3%	1.0%	-2.0%	0.4	-1.7%	-0.3
45	Cc1ccc(SCCC(=O)Nc2ccccc2C(=O)NC(C)C)cc1	-2.8	2.6	-0.4	-8.4%	0.2%	-2.3%	0.2	-7.8%	-4.2

Ordered by value in D1 PAM (ascending): 3 of the compounds above.
| item | Compound | D1 PAM |
| --- | --- | --- |
| 33 | COc1ccccc1-c1nnc(Nc2nc3c(OC)cccc3s2)o1 | 3.5 |
| 32 | C=C1CCN([C@@H](C)C(=O)NCc2ccc(OC)cc2)S(=O)(=O)c2ccccc21 | 6.9 |
| 41 | COc1ccccc1N(CC(=O)Nc1ccccc1C)S(C)(=O)=O | 8.8 |

(more compounds)
No.	SMILES	RXFP1 antag	D2 potentiator	D1 antag	Vif-APOBEC3G blk	RXFP1 agonist	Glioma ERSR ind	D1 agonist	Vif-A3F inh	D1 PAM
46	CC(N=C1NS(=O)(=O)c2ccccc21)C(=O)NCc1ccncc1 (stereo not given)	7.6	/	0.8	1.6%	0.0%	-6.1%	4.4	-16.2%	-3.1
47	COc1ccc2cc(C=O)n(C)c2c1	/	1.3	/	-0.1%	0.0%	-3.3%	-3.4	0.8%	-1.9
48	O=C(COc1ccc2c3c(c(=O)oc2c1)CCCC3)NCC(O)c1ccccc1 (stereo not given)	-2.4	-1.5	14.3	-2.8%	25.9%	-3.0%	4.5	-3.2%	0.6
49	CCOC(=O)CNC(=O)C1(/C=C/c2ccccc2)CC(=O)N1c1ccc(C)cc1 (stereo not given)	3.5	0.3	-1.0	?	0.7%	-1.7%	2.2	0.0%	4.0
50	CC(C)CN(C(=O)COC(=O)c1cccs1)c1c(N)n(Cc2ccccc2)c(=O)[nH]c1=O	5.1	/	/	1.7%	/	0.8%	/	-1.3%	/
51	CCCC(=O)Nc1ccc(C(=O)NNC(=O)c2cccc([N+](=O)[O-])c2)cc1	-10.1	-0.7	-4.2	0.0%	-0.1%	0.4%	4.4	-1.0%	-2.7
52	O=C(Nc1ccc(Oc2ccccc2)cc1)c1ccc(Cn2c(=O)[nH]c3ccsc3c2=O)cc1	2.2	-1.8	12.6	-11.2%	4.8%	-5.3%	0.3	-20.7%	-1.3

Screens as filed in PubChem.
